Screening results from PubChem BioAssay.
Keap1 Nrf2 FP – inhibitors of human Keap1-Nrf2 protein-protein interaction; Keap1 Kelch-Nrf2 peptide fluorescence polarization, 1536-well; Q14145; AID 504523; 340,000 tested, 0.15% active; inhibition, % at 9.4 µM; in the data active = inhibition above about 12%;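 note: human Keap1 Kelch domain with fluorescein labeled Nrf2 9mer peptide probe; 0% = neutral control wells and 100% = peptide positive control; higher means more block of Keap1 binding to Nrf2 peptide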
NSD2 HMT inh – NSD2 (human) methyltransferase inhibition; NSD2 peptide methylation, AlphaScreen, 120 min; 310,000 tested, 0.54% active; inhibition, % at 12.5 µM; AID 743445; O96028; in the data active = inhibition above about 50%
C-LANA FP – KSHV C-LANA DNA binding inhibition | MBP-C-LANA/FAM-LBS DNA binding, fluorescence polarization | inhibition, % at 9 µM | 340,000 tested, 0.078% active;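 active = highest replicate inhibition at or above 60% at 9 µM, even if other replicates fall short; inactive = all replicates below 60% inhibition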;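 note: 0% = neutral control wells and 100% = 4 µM acridine orange control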
SUMO Mot1 rescue – blocks SUMOylation pathway, rescuing yeast Mot1-301 growth. growth rescue, % at 18.8 µM. S. cerevisiae Mot1-301 growth rescue, ATP luminescence, 38.5C; percent above DMSO median, 100 means doubled. 320,000 tested, 1% active;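 active = every valid replicate shows activation above 250% relative to neutral control wells; inactive = the rest, any valid replicate at or below 250%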;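 note: OY570 slx delta 5 strain wells were the positive control but not used for scaling; some compounds called inactive have numbers as strong as hits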
Cardiac RTF inh – cardiac RTF calcium desensitization; inhibition, % at 7.15 µM; AID 493244; 340,000 tested, 0.12% active; P19429+P45379; IANBD-labeled cardiac RTF, Ca2+ fluorescence;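 active = inhibition above the mean inhibition of all tested compounds plus 3 SD, cut at about 17% in these data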;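 note: assay run at fixed EC70 calcium of 1.6 mM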
CDK5 p35 inh – inhibitors of human CDK5/p35 kinase. Q00535+Q15078. Recombinant CDK5/p35, ADP-Glo luminescence, 60 min. inhibition, % at 10 µM. 330,000 tested, 0.01% active. AID 488839;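 active = highest replicate inhibition of at least 50% and at least 75% of replicates reaching 50%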;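 note: plate controls were DMSO neutral control for no effect and GW8510 at 10 µM for full effect; many of its hits are not listed in these tables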
PfHsp90 set2 – reduces growth (ATP signal) of yeast expressing P. falciparum Hsp90. 310,000 tested, 0.32% active. inhibition, % at 9.4 µM. S. cerevisiae expressing PfHsp90, BacTiter-Glo ATP, 48 h; yeast lacking PDR1 and PDR3 efflux regulators;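 active = every replicate shows inhibition above about 80%, whatever the replicate mean, limit read from the data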;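 note: 0% = DMSO neutral controls and 100% = 20 µM radicicol positive controls; yeast relying on Plasmodium falciparum Hsp90 in place of its own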
PvdQ acylase – blocks Pseudomonas aeruginosa PvdQ acylase activity; purified PvdQ acylase, fluorescence plate reader; inhibition, % at 10 µM; 340,000 tested, 0.063% active; in the data active = inhibition above about 30%, passing the limit was not always enough;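 note: 0% = vehicle neutral wells and 100% = reference inhibitor wells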
dFosB act – enhances mouse delta FosB homodimer DNA binding | activation, % at 25 µM | purified delta FosB, TAMRA-CDK5 oligo fluorescence polarization; percent of positive-control signal above neutral wells | P13346 | AID 493131 | 340,000 tested, 0.99% active;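 active = mean activation above about 17%, with every replicate also reaching it, limit read from the data, passing the limit was not always enough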;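 note: fluorescence polarization rise as delta FosB binds a TAMRA Cdk5 AP-1 oligo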
Target sequence (P13346 whole entry, looked up): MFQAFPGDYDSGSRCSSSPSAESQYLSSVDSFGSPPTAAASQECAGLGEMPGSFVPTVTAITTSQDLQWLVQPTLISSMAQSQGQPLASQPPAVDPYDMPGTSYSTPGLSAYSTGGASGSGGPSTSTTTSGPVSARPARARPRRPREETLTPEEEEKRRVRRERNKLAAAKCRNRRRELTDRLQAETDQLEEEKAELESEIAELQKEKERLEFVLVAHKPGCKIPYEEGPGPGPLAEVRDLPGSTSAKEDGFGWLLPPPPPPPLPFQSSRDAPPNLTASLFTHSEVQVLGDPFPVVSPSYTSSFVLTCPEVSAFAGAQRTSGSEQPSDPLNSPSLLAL
Rtt109 Vps75 – inhibitors of Candida albicans Rtt109/Vps75 histone acetyltransferase. 330,000 tested, 0.16% active. inhibition, % at 34.9 µM. purified Rtt109/Vps75, ThioGlo CoA-SH fluorescence, 4 h. AID 540336;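 active = inhibition of at least 50% in every replicate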
Target sequence (Q5AAJ8 whole entry, looked up): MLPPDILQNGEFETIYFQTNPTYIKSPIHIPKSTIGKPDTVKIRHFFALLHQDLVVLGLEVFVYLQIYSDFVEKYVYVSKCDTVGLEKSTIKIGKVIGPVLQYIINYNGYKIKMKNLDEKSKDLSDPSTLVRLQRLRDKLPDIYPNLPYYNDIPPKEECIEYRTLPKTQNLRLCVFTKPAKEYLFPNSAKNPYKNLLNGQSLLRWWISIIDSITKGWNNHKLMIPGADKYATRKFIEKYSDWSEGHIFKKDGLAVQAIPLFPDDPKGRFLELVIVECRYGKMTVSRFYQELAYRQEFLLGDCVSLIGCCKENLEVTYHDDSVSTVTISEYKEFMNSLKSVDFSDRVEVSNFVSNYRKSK
cardiac RTF act – cardiac RTF calcium sensitization; 340,000 tested, 0.24% active; AID 493008; activation, % at 7.2 µM; IANBD-labeled TnC RTF fluorescence at EC20 calcium; 0% EC20 calcium, 100% full calcium;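 active = activation above the mean over all tested compounds plus 3 SD, cut at about 30% in these data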;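 note: rise in fluorescence read as greater calcium sensitivity of cardiac thin filaments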
* marks the source's active call; other numbers are inactive results; / = not tested or not shown.

Below each SMILES: Keap1 Nrf2 FP	NSD2 HMT inh	C-LANA FP	SUMO Mot1 rescue	Cardiac RTF inh	CDK5 p35 inh	PfHsp90 set2	PvdQ acylase	dFosB act	Rtt109 Vps75	cardiac RTF act
CC(C)c1ccc(CCNC(=O)CSC(=S)N2CCCC2)cc1
 : -2	1	-0.2	2	-4	0.4	-25	4	-10	14	-11
O=c1[nH][nH]cc1C=Nc1cc(Cl)ccc1O
 : -5	/	1.0	13	-24	-0.3	/	-3	3	5	0
COc1ccc(N(CC(=O)N2CCN(c3ccc(F)cc3)CC2)S(=O)(=O)c2c(C)n[nH]c2C)cc1
 : -2	2	0.1	-11	-15	-2.0	-28	-11	-3	2	1
CCC(=O)N1N=C(c2ccc(C)o2)CC1c1ccc(Br)cc1 (stereo not given)
 : 0	-1	0.7	-25	3	-1.2	-6	-3	-1	1	-8
CCn1cc(C(=O)O)c(=O)c2cc(F)c(N3CCN(C(=S)NC(=O)c4ccc(OC)cc4)CC3)cc21
 : -4	-1	-0.6	4	-7	1.8	-13	-14	-2	-2	-1
CCCCN(CCCC)S(=O)(=O)c1ccc(SCC(=O)OCC)c([N+](=O)[O-])c1
 : 5	/	-1.6	6	-3	0.5	9	-5	-7	-1	0
CCC(C(=O)NC1CCCC1)N(Cc1ccccc1Cl)C(=O)c1snc(C(N)=O)c1N (stereo not given)
 : -3	-5	-0.7	19	-1	1.9	9	19	-11	5	-4
CC(C)(C)OC(=O)C[C@@H]1C/C=C\C[C@H](CC(=O)N(CCO)Cc2ccccc2)C(=O)N2CCC[C@@H]2COC1=O
 : 1	/	-1.7	8	-1	-0.4	-1	-9	-9	0	1
O=C(COc1ccc(Cl)cc1Br)Nc1ccncc1
 : 2	-1	-0.2	73	-8	-0.9	-7	-12	-5	-6	-4
Cc1ccc(C(c2c(C)n(C)n(-c3ccccc3)c2=O)c2c(C)n(C)n(-c3ccccc3)c2=O)s1
 : -6	2	-0.9	1	-13	5.1	3	-11	-4	6	0
CC(C)C(C(=O)C=[N+]=[N-])N1C(=O)c2ccccc2C1=O (stereo not given)
 : -6	1	0.4	205	-12	0.6	-4	-12	-4	-6	2
Cc1noc(NS(=O)(=O)c2ccc(N3CC(O)=C(c4ccccc4)C3=N)cc2)c1C
 : 0	-1	0.0	-8	-5	-0.4	2	-3	3	-7	4
Cc1ccc(-c2cc(C(=O)N3CCN(C(=O)c4ccco4)CC3)[nH]n2)c(C)c1
 : -4	-1	-1.5	-5	-8	/	8	-13	-10	-3	7
NC(=O)c1ccc(-c2nnc(Nc3ccc(S(N)(=O)=O)cc3)c3ccccc23)cc1
 : -5	-2	-0.7	110	-7	0.9	41	-14	15	-3	0
CCOC(=O)c1c(NC(=O)C2CC2)sc2c1CC(C)(C)OC2
 : -6	-5	0.4	-2	11	0.7	17	0	-2	-3	2

Record cards, as listed above. Order of screens: Keap1 Nrf2 FP, NSD2 HMT inh, C-LANA FP, SUMO Mot1 rescue, Cardiac RTF inh, CDK5 p35 inh, PfHsp90 set2, PvdQ acylase, dFosB act, Rtt109 Vps75, cardiac RTF act
CCn1cc(C(=O)O)c(=O)c2cc(F)c(N3CCN(C(=S)NC(=O)c4ccc(OC)cc4)CC3)cc21 across the screens: -4, -1, -0.6, 4, -7, 1.8, -13, -14, -2, -2, -1
Cc1ccc(C(c2c(C)n(C)n(-c3ccccc3)c2=O)c2c(C)n(C)n(-c3ccccc3)c2=O)s1 across the screens: -6, 2, -0.9, 1, -13, 5.1, 3, -11, -4, 6, 0
COc1ccc(N(CC(=O)N2CCN(c3ccc(F)cc3)CC2)S(=O)(=O)c2c(C)n[nH]c2C)cc1 across the screens: -2, 2, 0.1, -11, -15, -2.0, -28, -11, -3, 2, 1
O=c1[nH][nH]cc1C=Nc1cc(Cl)ccc1O across the screens: -5, /, 1.0, 13, -24, -0.3, /, -3, 3, 5, 0
O=C(COc1ccc(Cl)cc1Br)Nc1ccncc1 across the screens: 2, -1, -0.2, 73, -8, -0.9, -7, -12, -5, -6, -4

Additional entries:
Below each SMILES: Keap1 Nrf2 FP	NSD2 HMT inh	C-LANA FP	SUMO Mot1 rescue	Cardiac RTF inh	CDK5 p35 inh	PfHsp90 set2	PvdQ acylase	dFosB act	Rtt109 Vps75	cardiac RTF act
CC(=O)c1cccc(NC(=O)c2ccc(-c3ccccc3[N+](=O)[O-])o2)c1
 : -1	0	1.7	-18	-1	0.3	-2	1	4	-2	4
CCC(Oc1cccc(C)c1)C(=O)Nc1ccccc1C(=O)N1CCOCC1 (stereo not given)
 : -7	4	3.4	61	-5	0.1	-1	-15	-7	-5	0
COc1ccc(CCNC(=O)CCCN2C(=O)C(c3ccccc3)Oc3cccnc32)cc1OC (stereo not given)
 : -4	0	-0.5	73	0	/	2	-14	-10	-4	2
Cc1ccsc1C(=O)NNC(=O)C1C2C=CC(C2)C1C(=O)O (stereo not given)
 : 0	-1	-0.4	1	6	0.0	18	-7	3	9	0
Cc1nc(SC(C(=O)c2ccccc2)c2ccccc2)n[nH]1 (stereo not given)
 : -6	-2	0.6	3	0	-2.5	12	-5	-12	9	14
O=C(Nc1sc2c(c1C(=O)O)CCC2)c1cccc(Cl)c1
 : -1	-1	0.2	-6	-3	0.2	7	-15	0	0	-3
CC(=O)c1ccc(N(C)C)c2c(N(C)C)cccc12
 : 4	-2	-0.7	5	-6	1.6	/	-4	-3	9	5
C=CCNC(=O)/C(=C\C=C\c1ccccc1)NC(=O)c1ccccc1Cl
 : -2	-3	-0.4	-23	0	-3.8	-5	-10	-13	3	2
Cc1nc(SCC(=O)c2ccc(Cl)cc2)c([N+](=O)[O-])[nH]1
 : -1	0	1.4	-32	-6	-4.9	/	-10	-4	6	3
Cc1ccc(S(=O)(=O)Nc2ccc3c(c2)C(=O)N([C@H](C)CO)C[C@H](C)[C@@H](CN(C)C(=O)Nc2ccc4c(c2)OCO4)O3)cc1
 : 1	/	-2.0	-10	5	-1.9	4	-7	1	16	1
CCN(CC)CC(=O)Nc1ccc2c(c1)Nc1ccccc1CC2
 : -2	9	0.2	17	-4	-0.2	37	-17	2	9	7
O=C(NCCCN1CCOCC1)c1ccc2c(c1)N(Cc1ccccc1)C(=O)c1ccccc1S2
 : -4	5	-0.1	-11	-8	-0.1	20	-16	-8	1	6
CC(C)CN1CC(C)C(=O)NC1=S (stereo not given)
 : -3	-1	0.4	/	-4	-0.5	-1	-12	3	-1	1
O=S(=O)(c1ccccc1)c1ncc(C(F)(F)F)cc1Cl
 : 2	/	0.4	/	-6	-0.3	-10	4	-4	11	0
CCOC(=O)C1CCCN(C(=O)c2ccc3c(=O)n(CCOC)c(=S)[nH]c3c2)C1 (stereo not given)
 : -3	-1	0.2	0	-5	1.8	-79	-10	0	2	0

(listing goes on)
Below each SMILES: Keap1 Nrf2 FP	NSD2 HMT inh	C-LANA FP	SUMO Mot1 rescue	Cardiac RTF inh	CDK5 p35 inh	PfHsp90 set2	PvdQ acylase	dFosB act	Rtt109 Vps75	cardiac RTF act
CCN(CC)S(=O)(=O)c1cc(NC(=O)COC(=O)C2CCC2)ccc1C
 : -3	-1	-2.3	-5	-4	-1.9	-5	-10	-7	-7	0
CCN(CC(=O)Nc1c(F)cccc1F)C(=O)CCN1C(=O)C2CCCCC2C1=O (stereo not given)
 : -2	-1	1.2	1	-4	3.1	17	1	-4	-5	2
COc1cccc(OCCCCN2CC(C)OC(C)C2)c1 (stereo not given)
 : 5	0	1.5	/	-6	-0.1	18	-17	6	-7	0
Cc1cc(=O)oc2cc(OCC(=O)N3CCCC3)ccc12
 : 1	-1	-0.7	-9	-8	1.1	-11	1	-5	10	-4
CC[C@H](CO)Oc1cc(NCc2ccc(Cl)c(Cl)c2)c2ncn(C(C)C)c2c1
 : -4	/	-0.3	-12	-10	0.9	-24	-14	-11	-1	12
Cc1nn(C(C)C(=O)NNC(=S)Nc2ccc(Cl)cc2)c(C)c1[N+](=O)[O-] (stereo not given)
 : 0	2	-2.1	-14	-5	2.6	8	-10	-8	1	2
O=C(/C=C/c1cccc(Br)c1)OCC(=O)N1CCN(c2ccccc2)CC1
 : -1	0	-1.5	15	-1	2.0	-26	-1	-6	-2	-1
O=S(=O)(c1cccs1)N1CCN(C/C=C/c2ccccc2)CC1
 : 4	1	0.6	525	9	-0.1	16	0	-5	-4	-4
CC(C(=O)Nc1ccc(C(N)=O)cc1)N1C(=O)c2ccccc2S1(=O)=O (stereo not given)
 : 5	-1	0.0	16	-4	-0.4	-1	2	-14	12	-6
C=CCn1c(SCc2ccc(F)cc2)nnc1-c1sc2nc(C)cc(C)c2c1N
 : -3	/	-0.2	-3	/	-4.8	-25	-11	-6	-5	/
O=C(CNC(=O)Cc1ccccc1)NCC(=O)N1CCCCC1
 : -1	0	0.3	13	-5	1.2	2	-6	4	-2	-2
NC(=O)C1CCN(c2ccc(S(=O)(=O)N3CCC(Cc4ccccc4)CC3)cn2)CC1
 : -3	-1	-1.2	-6	-28	2.3	6	-16	-13	-2	5
Clc1ccc(-c2cc(CSc3ccccc3)on2)cc1
 : 0	-2	-0.2	-14	-5	1.2	12	-9	-7	-7	-8
CCOC(=O)c1cccc(NC(=O)Cn2c(CC(=O)NC)nc3ccccc32)c1
 : 0	1	0.4	2	-7	-3.2	-11	-11	41*	-3	0
Cn1cc(CN2CCCCC2CO)c(-c2ccc(Oc3ccccc3)cc2)n1 (stereo not given)
 : -4	0	2.6	129	-3	-0.8	22	-8	-10	-5	-1
CCOC(=O)c1csc(NC(=O)CSc2nnc(C3CC3)n2C)n1
 : -1	-5	1.1	17	2	0.1	15	3	1	1	-2
